# Screens (PubChem BioAssay)
# SR-BI uptake up: activators of SR-BI mediated DiI-HDL uptake, primary screen, ldlA[mSR-BI] CHO cells, DiI fluorescence | hit rate 0.096% among 320,000 | activation, % at 12.5 µM | 3 h; 100 = double the neutral-control signal;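 active = mean replicate activation of at least 60% and every replicate at or above 60%; inconclusive = mean or all-replicate condition met, but not both; inactive = mean below 60% and not all replicates reaching 60%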;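 note: 0% = median plate neutral-control signal and 100% = twice that signal; values of inactives mirror those of a sister screen read the other way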
#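 Material – SR-BI-overexpressing, LDLR-lacking CHO cells · Medium – BSA-supplemented, HEPES-buffered Ham's F12, pH 7.4 · Doses – single concentration · Times – compound with DiI-HDL co-incubation, 3 h at 37 °C · Measured by – bottom-read fluorescence, 550/595 nm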
# Rtt109 Vps75: inhibitors of C. albicans Rtt109/Vps75 HAT, primary screen, biochemical, ThioGlo CoA-SH fluorescence, plate reader; Histone acetyltransferase RTT109 (Candida albicans (strain SC5314 / ATCC MYA-2876)), …; purified Rtt109/Vps75, 4 h; inhibition, % at 34.9 µM; hit rate 0.16% among 330,000;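 active = inhibition of at least 50% in every replicate; inconclusive = best replicate reaches 50% inhibition but some replicates fall short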
# Target sequence (Q5AAJ8 whole entry, looked up): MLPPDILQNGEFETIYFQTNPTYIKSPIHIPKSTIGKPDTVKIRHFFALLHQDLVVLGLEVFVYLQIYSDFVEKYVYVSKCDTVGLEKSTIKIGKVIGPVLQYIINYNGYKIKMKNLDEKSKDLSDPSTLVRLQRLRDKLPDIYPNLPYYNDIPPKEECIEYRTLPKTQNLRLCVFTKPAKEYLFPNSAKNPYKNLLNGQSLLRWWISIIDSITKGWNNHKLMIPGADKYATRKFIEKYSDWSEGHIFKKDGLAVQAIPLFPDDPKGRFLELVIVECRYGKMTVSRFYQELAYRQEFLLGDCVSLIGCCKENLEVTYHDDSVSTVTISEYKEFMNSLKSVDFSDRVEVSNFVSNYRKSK
# DAGLB inh: DAGLB lipase inhibitors, primary screen, biochemical, fluorescence, HTS. Diacylglycerol lipase-beta (Homo sapiens), Q8NCG7. HEK293T DAGLB membrane lysate, EnzChek fluorogenic substrate. inhibition, % at 5.17 µM. hit rate 0.059% among 340,000. AID 504411, 2011; in the data active = inhibition above about 34%;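 note: 0% = enzyme with vehicle and 100% = wells lacking enzyme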
# Target sequence (Q8NCG7 whole entry, looked up): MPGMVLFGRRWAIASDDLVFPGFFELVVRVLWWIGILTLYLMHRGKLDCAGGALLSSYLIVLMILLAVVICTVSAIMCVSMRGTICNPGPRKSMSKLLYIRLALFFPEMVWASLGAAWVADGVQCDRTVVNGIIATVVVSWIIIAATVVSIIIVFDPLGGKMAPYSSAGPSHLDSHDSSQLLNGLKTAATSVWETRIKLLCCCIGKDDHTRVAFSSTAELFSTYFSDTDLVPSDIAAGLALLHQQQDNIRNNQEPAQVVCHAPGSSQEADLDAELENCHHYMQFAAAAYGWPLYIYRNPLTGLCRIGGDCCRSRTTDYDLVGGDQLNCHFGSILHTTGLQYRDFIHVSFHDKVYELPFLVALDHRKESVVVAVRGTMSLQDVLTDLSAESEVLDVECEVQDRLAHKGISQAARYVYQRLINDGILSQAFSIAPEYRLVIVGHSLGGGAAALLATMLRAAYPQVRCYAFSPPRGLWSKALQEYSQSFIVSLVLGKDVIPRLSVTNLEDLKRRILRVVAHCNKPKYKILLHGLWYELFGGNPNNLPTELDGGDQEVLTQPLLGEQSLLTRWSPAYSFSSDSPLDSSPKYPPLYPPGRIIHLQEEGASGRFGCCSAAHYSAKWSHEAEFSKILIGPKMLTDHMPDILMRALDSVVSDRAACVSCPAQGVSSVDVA
# LANA DNA inh: inhibitors of KSHV C-LANA binding to DNA, primary screen, biochemical, fluorescence polarization, FAM-LBS DNA, MBP-C-LANA, single point; Kaposi's sarcoma herpesvirus LANA C-terminal domain (residues 932-1162) DNA binding; inhibition, % at 9 µM; hit rate 0.078% among 340,000; AID 504423, 2011;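 active = highest replicate inhibition at or above 60% at 9 µM, even if other replicates fall short; inactive = all replicates below 60% inhibition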;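 note: 0% = neutral control wells and 100% = 4 µM acridine orange control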
# CAL PDZ FP-1: untagged CAL PDZ binding inhibitors, primary screen, biochemical, fluorescence polarization, HTS | Golgi-associated PDZ and coiled-coil motif-containing protein (Homo sapiens), Q9HD26 | purified CAL PDZ, TMR-peptide fluorescence polarization, 1 h | inhibition, % at 24.9 µM | AID 602252, 2012 | hit rate 0.92% among 300,000;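 active = mean inhibition of at least 30% with at least half of replicates also reaching 30%; inconclusive = no clear call, values can overlap the other calls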;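 note: 0% = DMSO neutral control and 100% = excess unlabeled competitor peptide PRC23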
# PKA-R2B act: activators of PKA-R2B holoenzyme, primary screen, biochemical, fluorescence polarization, Cy5-IP20, human; cAMP-dependent protein kinase catalytic subunit beta (Homo sapiens) + cAMP-dependent …; PKA-R2B holoenzyme dissociation; R2B truncated from residue 108, S112A mutant; 0% DMSO only, 100% 113 µM cGMP; activation, % at 11.4 µM; hit rate 0.079% among 340,000; AID 504700, 2011;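 active = activation above a cutoff set at the mean over all compounds plus 3 SD, cut at about 18% in these data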;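 note: higher means more holoenzyme dissociation and a rise in polarization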
# RTF Ca sens act: cardiac RTF calcium sensitivity activators, primary screen, biochemical, IANBD-TnC fluorescence, EC20 calcium. Troponin I, cardiac muscle (Homo sapiens) + Troponin T, cardiac muscle (Homo sapiens) + …. activation, % at 7.2 µM. IANBD-labeled TnC RTF fluorescence at EC20 calcium; 0% EC20 calcium, 100% full calcium. hit rate 0.24% among 340,000;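 active = activation above the mean over all tested compounds plus 3 SD, cut at about 30% in these data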;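 note: rise in fluorescence read as greater calcium sensitivity of cardiac thin filaments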
# CAL PDZ FP-2: CAL PDZ peptide-binding inhibitors, primary screen, biochemical, fluorescence polarization, Cer-tagged CAL PDZ, HTS. purified CAL PDZ, TMR-peptide fluorescence polarization, 1 h. inhibition, % at 20 µM. hit rate 0.02% among 330,000. AID 504414, 2011;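 active = highest replicate inhibition of at least 40%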;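 note: plate controls were DMSO neutral control wells for no effect and unlabeled competitor peptide control wells for full effect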
#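 Material: tagged CAL PDZ domain; buffer or medium: 25 mM sodium phosphate pH 7.4, 150 mM NaCl, TCEP, IgG, Thesit; compound dosing: single point, 20 µM; schedule: 1 h incubation at room temperature before polarization reading; measured by: FP readout, S and P plane fluorescence; read-out basis: percent inhibition from loss of millipolarization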
# Keap1-Nrf2 PPI: Keap1-Nrf2 protein-protein interaction inhibitors, primary screen, biochemical, fluorescence polarization, single point. Kelch-like ECH-associated protein 1 (Homo sapiens), Q14145. Keap1 Kelch-Nrf2 peptide fluorescence polarization, 1536-well. inhibition, % at 9.4 µM. hit rate 0.15% among 340,000. AID 504523, 2011; in the data active = inhibition above about 12%; inconclusive = no clear call, values can overlap the other calls; inactive = below about 7.3%;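 note: human Keap1 Kelch domain with fluorescein labeled Nrf2 9mer peptide probe; 0% = neutral control wells and 100% = peptide positive control; higher means more block of Keap1 binding to Nrf2 peptide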
# Cardiac RTF inh: cardiac RTF calcium sensitivity inhibitors, primary screen, biochemical, IANBD-TnC fluorescence, EC70 calcium; IANBD-labeled cardiac RTF, Ca2+ fluorescence; hit rate 0.12% among 340,000; Troponin I, cardiac muscle (Homo sapiens) + Troponin T, cardiac muscle (Homo sapiens) + …; inhibition, % at 7.15 µM; AID 493244, 2011;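 active = inhibition above the mean inhibition of all tested compounds plus 3 SD, cut at about 17% in these data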;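 note: assay run at fixed EC70 calcium of 1.6 mM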
# Starred values were filed as active, the others as inactive; ? = inconclusive; . = no result given.
[1] O=C(OCc1nc2ccccc2s1)[C@@H]1CCCN1S(=O)(=O)c1ccccc1F
[2] S=C(NCCCc1ccccc1)Nc1ccccc1
[3] COc1cc(C(=O)NCC(C)C)c([N+](=O)[O-])cc1OC
[4] CCP(=O)(c1cccc([N+](=O)[O-])c1)c1cccc([N+](=O)[O-])c1
[5] CCOC(=O)C(CCCCCOc1ccc([N+](=O)[O-])cc1)C(=O)OCC
[6] Cc1oc(-c2ccccc2F)nc1CN1CCC(C(=O)NCc2ccco2)CC1
[7] O=C(CSC1=NS(=O)(=O)c2cc(F)ccc2N1)Nc1ccccc1F
[8] CN(/N=C/c1c[nH]c2ccccc12)c1cnn(-c2ccc(F)c(Cl)c2)c(=O)c1Cl
[9] Cc1cccc(SCc2noc(C(=O)NC(C)C)c2C(=O)O)c1
[10] CCCCn1c(N)c(N(CC)C(=O)c2ccc(-c3ccc(Cl)cc3)o2)c(=O)[nH]c1=O
Screen / compound no.,1,2,3,4,5,6,7,8,9,10
SR-BI uptake up,12,-14,4,7,-3,-1,10,7,32,-9
Rtt109 Vps75,2,-5,-4,-2,-1,-11,-12,-3,0,-6
DAGLB inh,-3,-2,-2,-2,-18,2,5,3,4,2
LANA DNA inh,-2.1,0.0,0.1,1.1,0.4,-0.9,0.8,-0.9,0.1,-1.8
CAL PDZ FP-1,12,7,-1,0,.,-2,.,.,-1,-8
PKA-R2B act,10,6,4,-3,-2,0,-10,3,0,3
RTF Ca sens act,-1,0,-3,3,-1,-2,3,13,12,1
CAL PDZ FP-2,0.4,-2.7,0.0,-1.2,-2.3,-1.0,-1.2,1.3,-0.6,-0.6
Keap1-Nrf2 PPI,-7,-3,-9,-2,1,-6,-1,-7,-3,-1
Cardiac RTF inh,1,-5,-1,-2,-3,-2,0,0,-9,-12

[11] Cc1csc2nc(CSc3nncn3-c3ccccc3)c(Br)n12
[12] CCc1ncc(CN2CCCCC2C(=O)Nc2ccc(Oc3ccccc3)nc2)cn1 (stereo not drawn)
[13] CCn1c(CNC(=O)COc2c(C)cccc2C)nnc1SCC(=O)Nc1nccs1
[14] CCC1CCCCN1CCCNS(=O)(=O)c1ccc2c(c1)oc(=O)n2C (stereo not drawn)
[15] CCOc1cc2[nH]c(=S)n(CCN3CCCCC3CC)c(=O)c2cc1OCC (stereo not drawn)
[16] CCOC(=O)/C(=N/Nc1ccc(OC)cc1)Sc1nnc(CCc2ccccc2)n1-c1ccccc1
[17] CCOc1c(Cl)cc(/C=C/C(=O)N(CC)CC(=O)NCc2cccs2)cc1OC
[18] CCc1ccc(-n2c(SCC(=O)NC3CCS(=O)(=O)C3)nc3ccccc3c2=O)cc1 (stereo not drawn)
[19] COCc1c(C(=O)N2CCN(CCOc3ccccc3)CC2)oc2ccccc12
[20] Cc1ccc(-c2nnc(Nc3ccc(C(=O)N(C)C)cc3)c3ccccc23)cc1S(=O)(=O)NC(C)(C)CO
Screen / compound no.,11,12,13,14,15,16,17,18,19,20
SR-BI uptake up,6,-1,-67,1,2,-1,-32,1,-10,.
Rtt109 Vps75,9,-4,2,-2,?,6,6,1,6,7
DAGLB inh,0,0,-2,-1,-2,0,2,4,-4,0
LANA DNA inh,-0.5,-0.3,1.8,-0.6,-3.2,1.4,1.7,0.7,0.8,-1.9
CAL PDZ FP-1,-1,12,-4,-1,-6,-2,1,-5,4,-10
PKA-R2B act,2,-7,-4,-3,-6,7,-5,0,1,8
RTF Ca sens act,5,-1,-6,4,-1,-2,-8,-3,-6,1
CAL PDZ FP-2,-1.2,-2.8,-1.2,-1.9,18,-1.9,-1.4,-0.4,-0.7,-9.4
Keap1-Nrf2 PPI,-5,0,-2,-5,-1,-2,5,1,0,-3
Cardiac RTF inh,0,-12,3,-16,-6,-4,-6,-2,-8,-5

[21] Cc1ccc(NC(=O)CCc2c(C)[nH]c(=O)c(C#N)c2C)cc1
[22] O=C(NN1C(=O)/C(=C\c2cccnc2)SC1=S)c1ccco1
[23] CC(C)(C)NC(=O)Nc1ccc(Br)cc1
[24] Cc1csc(=O)n1CC(=O)OCC(=O)NNC(=O)c1ccccc1
[25] Cc1cc(Br)ccc1NC(=O)CN(C)C(=O)C1=COCCO1
[26] CCOC(=O)CCc1c(C)n[nH]c1C
[27] CC1CCCN(Cc2nc3c(c(=O)n(C)c(=O)n3C)n2CCc2ccccc2)C1 (stereo not drawn)
[28] CCOc1cc(C2CC(=O)NC3=C2C(=O)C(C(=O)OC)C(C)C3)cc(Br)c1O (stereo not drawn)
[29] O=C(CSc1nc(-c2cccs2)cc(C(F)(F)F)n1)NCc1ccccc1
[30] CC(C)C(=O)O/N=C(\N)c1ccc(Oc2ccc(Cl)cc2)c([N+](=O)[O-])c1
Screen / compound no.,21,22,23,24,25,26,27,28,29,30
SR-BI uptake up,.,13,12,2,-3,-1,28,13,4,2
Rtt109 Vps75,-2,5,-8,-9,-6,.,1,-13,-4,-23
DAGLB inh,1,-1,-2,-2,2,1,-5,-1,-7,-2
LANA DNA inh,0.3,-1.1,0.5,-1.8,-1.4,0.8,1.2,-1.6,-0.8,-1.3
CAL PDZ FP-1,.,.,-2,-3,.,-2,5,-4,.,-4
PKA-R2B act,11,-10,1,-2,-4,-6,0,-7,-4,-5
RTF Ca sens act,-5,1,4,-1,5,2,-1,-1,0,-2
CAL PDZ FP-2,-0.8,-0.5,-1.7,-2.5,-3.0,-1.0,-0.5,-1.1,0.1,-0.7
Keap1-Nrf2 PPI,-3,1,0,-4,-10,1,1,-5,3,6
Cardiac RTF inh,-13,-5,1,2,-7,-10,2,5,-7,-3

[31] CCc1ccc(S(=O)(=O)Nc2ccc(Br)cn2)cc1
[32] O=C(NNC(=S)Nc1ccccc1)c1ccc(O)cc1
[33] CC(C)(O)C(=O)NNC(=S)Nc1ccc(F)c(Cl)c1
[34] CSc1nc(N)nc(SCC(=O)c2ccc(C)cc2)c1C#N
[35] Cc1nc(SCC(=O)c2ccccc2)c([N+](=O)[O-])[nH]1
[36] Cc1cccc(C(=O)OCC(=O)NC(C)C2CC3CCC2C3)c1O (stereo not drawn)
[37] O=C1NC(=O)C(CC(=O)N(c2ccccc2)C2(C(=O)NC3CCCC3)CCCCC2)N1 (stereo not drawn)
[38] Cc1cccc(-c2nc3ccccc3c(=O)[nH]2)c1
[39] O=C(NCCc1ccccc1)c1cccc(N2CCCC2=O)c1
[40] COc1cccc(S(=O)(=O)Nc2ccc(C(=O)NCc3ccco3)cc2)c1
Screen / compound no.,31,32,33,34,35,36,37,38,39,40
SR-BI uptake up,17,.,3,-15,12,1,8,-28,12,4
Rtt109 Vps75,5,-4,3,-4,1,5,-6,-3,-10,4
DAGLB inh,-1,-4,0,0,2,-6,1,-2,-2,1
LANA DNA inh,0.3,-1.2,-0.5,-1.8,-1.1,2.2,-0.8,2.8,-2.0,-1.5
CAL PDZ FP-1,-4,-2,-2,-2,-1,1,-2,-3,-3,.
PKA-R2B act,-10,-1,3,-9,-5,6,-8,-4,-5,-2
RTF Ca sens act,9,2,-2,5,2,-1,1,7,-3,-3
CAL PDZ FP-2,-0.5,0.2,0.6,0.5,-0.9,1.5,-0.7,-1.3,-1.4,-1.5
Keap1-Nrf2 PPI,-12,2,-1,2,-7,-1,0,-3,-4,4
Cardiac RTF inh,-14,-3,4,-10,-11,-12,0,-1,-6,-4

[41] Cc1cnnn1-c1cccc([N+](=O)[O-])c1
[42] Cc1cccc(NC(=O)C2CC(=O)N/C(=N/N=C/c3ccco3)S2)c1 (stereo not drawn)
[43] Cc1ccccc1Cn1c(=O)sc2ccccc2c1=O
[44] COc1ccc(NC(=O)CSc2nc3ccccc3nc2N2CCCC2)cc1Cl
[45] CC1CCCCN1S(=O)(=O)c1ccc(C(=O)N(CCCN(C)C)c2nc3cc4c(cc3s2)OCO4)cc1 (stereo not drawn)
[46] COc1ccc(C(=O)c2c(C)oc3ccc(O)cc23)cc1
[47] O=C(COC(=O)c1ccc([N+](=O)[O-])cc1)Nc1ccc(Cl)cn1
[48] COC(=O)c1cc(Cl)c(NC(=O)c2ccc(F)cc2)cc1OC
[49] CCOc1ccc(N(C(C)C(=O)Nc2cccnc2)S(C)(=O)=O)cc1 (stereo not drawn)
Screen / compound no.,41,42,43,44,45,46,47,48,49
SR-BI uptake up,22,27,-8,-22,-30,-17,-7,-27,-6
Rtt109 Vps75,-4,24,-6,4,29,-5,0,12,0
DAGLB inh,1,-1,-3,-9,2,-4,1,-6,0
LANA DNA inh,1.5,-1.4,2.9,1.2,-0.7,-1.3,1.2,5.3,0.3
CAL PDZ FP-1,-2,-4,1,.,-3,3,-7,0,10
PKA-R2B act,0,-3,7,-7,-7,-11,-14,1,-9
RTF Ca sens act,5,-4,4,5,-1,-3,2,-3,-3
CAL PDZ FP-2,0.2,-2.1,0.1,-1.7,-2.1,-2.1,-1.5,-2.5,0.2
Keap1-Nrf2 PPI,-3,-2,-7,-5,2,4,-3,1,-1
Cardiac RTF inh,-9,-5,0,4,-1,3,-11,-12,-3

# Rewritten with the structure last: two of the compounds above
no.	SR-BI uptake up	Rtt109 Vps75	DAGLB inh	LANA DNA inh	CAL PDZ FP-1	PKA-R2B act	RTF Ca sens act	CAL PDZ FP-2	Keap1-Nrf2 PPI	Cardiac RTF inh	compound
28	13	-13	-1	-1.6	-4	-7	-1	-1.1	-5	5	CCOc1cc(C2CC(=O)NC3=C2C(=O)C(C(=O)OC)C(C)C3)cc(Br)c1O (stereo not drawn)
29	4	-4	-7	-0.8	.	-4	0	0.1	3	-7	O=C(CSc1nc(-c2cccs2)cc(C(F)(F)F)n1)NCc1ccccc1
